PfHsp90 yeast 2 – reduces growth (ATP signal) of yeast expressing P. falciparum Hsp90. S. cerevisiae expressing PfHsp90, BacTiter-Glo ATP, 48 h; yeast lacking PDR1 and PDR3 efflux regulators. inhibition, % at 9.4 µM. 310,000 compounds, 0.32% hits;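 active = every replicate shows inhibition above about 80%, whatever the replicate mean, limit read from the data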;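 note: 0% = DMSO neutral controls and 100% = 20 µM radicicol positive controls; yeast relying on Plasmodium falciparum Hsp90 in place of its own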
MOR-DOR inv ag – inverse agonist of human OPRM1-OPRD1 heterodimerization; cell-based MOR-DOR heterodimer luminescence, inverse agonism; inhibition, % at 9.3 µM; P35372+P41143; 340,000 compounds, 0.21% hits; in the data active = inhibition above about 22%, passing the limit was not always enough;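 note: 0% = cells with DMSO and 100% = wells without cells with DMSO; values of inactives mirror those of a sister screen read the other way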
PKA-R2B activ – activators of human PKA-R2B complex. P22694+P31323. PKA-R2B holoenzyme dissociation, Cy5-IP20 fluorescence polarization; R2B truncated from residue 108, S112A mutant; 0% DMSO only, 100% 113 µM cGMP. activation, % at 11.4 µM. 340,000 compounds, 0.079% hits;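 active = activation above a cutoff set at the mean over all compounds plus 3 SD, cut at about 18% in these data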;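 note: higher means more holoenzyme dissociation and a rise in polarization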
Target sequence (P31323 whole entry, looked up, other chains not shown, the tested form may be a part): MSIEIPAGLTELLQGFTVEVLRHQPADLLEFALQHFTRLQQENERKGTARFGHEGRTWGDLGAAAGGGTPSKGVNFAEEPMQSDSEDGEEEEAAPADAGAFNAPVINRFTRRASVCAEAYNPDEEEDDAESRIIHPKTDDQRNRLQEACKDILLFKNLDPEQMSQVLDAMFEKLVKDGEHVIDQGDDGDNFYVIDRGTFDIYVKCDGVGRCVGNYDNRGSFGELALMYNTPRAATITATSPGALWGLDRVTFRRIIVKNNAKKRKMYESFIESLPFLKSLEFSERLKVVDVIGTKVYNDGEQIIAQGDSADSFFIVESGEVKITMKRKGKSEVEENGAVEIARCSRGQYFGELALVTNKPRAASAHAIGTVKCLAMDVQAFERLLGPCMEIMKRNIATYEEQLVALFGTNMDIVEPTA
Tat export inh – inhibitors of E. coli Tat protein transport; E. coli MC4100 TorA-mCherry Tat export, fluorescence; inhibition, % at 10 µM; 340,000 compounds, 0.036% hits;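 active = mean replicate inhibition at least 50% and at least half of replicates individually reaching 50%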;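 note: exported cargo escapes ClpAP degradation while cytoplasmic cargo is degraded and loses fluorescence; 0% = median of neutral control wells and 100% = median of NaSCN control wells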
HTR5A inv ag – counter-screen for OPRM1-OPRD1 inverse agonists: human HTR5A inverse agonism; HTR5A cell line, luminescence; 340,000 compounds, 0.083% hits; P47898; inhibition, % at 9.3 µM; in the data active = inhibition mostly above about 23%, no sharp cut-off; inactive = mostly below about 18%;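 note: 0% = cells with DMSO and 100% = no-cell wells with DMSO; some compounds called inactive have numbers as strong as hits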
Target sequence (P47898 whole entry, looked up): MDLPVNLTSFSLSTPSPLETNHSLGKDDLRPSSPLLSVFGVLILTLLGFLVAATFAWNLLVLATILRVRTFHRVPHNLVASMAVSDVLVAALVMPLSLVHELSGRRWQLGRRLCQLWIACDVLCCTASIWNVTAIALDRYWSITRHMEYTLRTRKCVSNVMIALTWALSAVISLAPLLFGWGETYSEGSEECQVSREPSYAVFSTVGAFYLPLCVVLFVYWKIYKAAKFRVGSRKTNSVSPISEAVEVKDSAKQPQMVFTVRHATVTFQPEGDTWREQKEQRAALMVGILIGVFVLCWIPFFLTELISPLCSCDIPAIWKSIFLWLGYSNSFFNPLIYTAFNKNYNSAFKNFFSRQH
AddAB inh – less growth of phage-infected E. coli with AddAB. E. coli expressing H. pylori AddAB, absorbance growth. inhibition, % at 11.9 µM. 330,000 compounds, 0.29% hits; in the data active = inhibition above about 12%;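 note: 0% = vehicle wells of infected cells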
MOR-DOR ag – OPRM1-OPRD1 heterodimerization agonism | cells, luminescence | activation, % at 9.3 µM | 340,000 compounds, 0.3% hits | AID 504326; in the data active = activation above about 18%;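 note: 0% = vehicle-treated cells and 100% = reference agonist; values of inactives mirror those of a sister screen read the other way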
E coli growth – bacterial growth inhibition, counter-screen for AddAB inhibitors. E. coli V3065 growth, OD600 absorbance, 18 h. inhibition, % at 11.9 µM. 330,000 compounds, 0.27% hits. AID 449728;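 active = inhibition above the campaign's mean inhibition across all tested compounds plus 3 SD, cut at about 9.9% in these data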;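 note: uninfected addAB+ strain grown without phage in ampicillin broth; 0% = DMSO wells and 100% = ciprofloxacin 0.95 µg/ml wells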
phage Ecoli inh – E. coli growth loss with phage present | growth absorbance | 360,000 compounds, 0.26% hits | inhibition, % at 11.9 µM; in the data active = inhibition above about 11%
Mot1-301 SUMO – SUMOylation pathway inhibition by Mot1-301 growth rescue; S. cerevisiae Mot1-301 growth rescue, ATP luminescence, 38.5C; percent above DMSO median, 100 means doubled; growth rescue, % at 18.8 µM; 320,000 compounds, 1% hits; AID 2716;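 active = every valid replicate shows activation above 250% relative to neutral control wells; inactive = the rest, any valid replicate at or below 250%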;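 note: OY570 slx delta 5 strain wells were the positive control but not used for scaling; some compounds called inactive have numbers as strong as hits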
PKA-R1A act – activators of PKA-R1A complex; P00514+P68181; PKA-R1A dissociation, Cy5-IP20 fluorescence polarization; scaled: DMSO 0%, 113 µM cGMP 100%; activation, % at 11.4 µM; 340,000 compounds, 0.083% hits; AID 504707;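 active = percent activation above the mean of all tested compounds plus 3 SD, cut at about 19% in these data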;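 note: higher means more PKAc released from R1A so a rise in polarization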
* hit, by the source's call; i = inactive; / = not tested or not shown.

entry | SMILES | MOR-DOR inv ag | HTR5A inv ag | PfHsp90 yeast 2 | AddAB inh | PKA-R1A act | PKA-R2B activ | phage Ecoli inh | E coli growth | Tat export inh | MOR-DOR ag | Mot1-301 SUMO
1 | COc1ccc(CCNC(=O)CN2C(=O)NC(CCSC)C2=O)cc1 (stereo unspecified) | -1 | 0 | 11 | 2.6 | 10 | 3 | 5.5 | 0.5 | -3 | 0.2 | -7
2 | COc1cccc(-c2nc(CS(=O)CC(=O)NCCCOC(C)C)c(C)o2)c1 (stereo unspecified) | 0 | 3 | 5 | 0.8 | 9 | -5 | 2.2 | -1.9 | 5 | 0.1 | 136
3 | Cc1ccccc1C(=O)NC=C1C(=O)OC(C)(C)OC1=O | 11 | 17 | 9 | 4.5 | 5 | 8 | 4.7 | 1.3 | -7 | -2.1 | -26
4 | O=C(CCc1nc2sc3c(c2c(=O)[nH]1)CCCC3)Nc1ccccc1Cl | -42 | 9 | -8 | -4.8 | -2 | -13 | 0.6 | -0.7 | 2 | 6.6 | 6
5 | CCCS(=O)(=O)N1CCCC(C(=O)NCCc2ccc(OC)c(OC)c2)C1 (stereo unspecified) | 13 | -13 | 23 | -1.1 | -7 | 1 | 1.7 | 0.7 | 9 | -2.4 | -14
6 | O=C(NC1(C(F)(F)F)NC(=O)N(C2CCCCC2)C1=O)c1ccco1 (stereo unspecified) | 2 | -6 | 12 | 0.0 | -5 | -1 | 1.2 | 0.8 | -6 | -0.3 | -1
7 | CC(C)Oc1ccc(-c2nc(NCC3CCCO3)c3ccccc3n2)cc1 (stereo unspecified) | -3 | -10 | 3 | -2.8 | -1 | -5 | -1.5 | -2.0 | -1 | 0.6 | 1
8 | CC(C)COC(=O)Nc1ccc(C(=O)O)cc1 | -4 | -5 | / | 2.7 | 2 | 10 | 1.8 | -0.2 | -7 | 0.8 | 47
9 | COc1ccccc1N1CCN(CCc2n[nH]c(=S)n2-c2ccccc2)CC1 | 7 | 10 | / | -0.9 | 2 | 2 | 1.6 | -1.0 | -5 | -1.3 | 6
10 | CC(C)=CCC/C(C)=C/CNC(=O)C[C@H]1C[C@H](C(=O)N(C(C)C)C(C)C)[C@@]2(C)c3[nH]c4cc(CCC(=O)N(C)C)ccc4c3CCN2C1=O | 0 | 1 | -14 | -3.1 | 1 | 2 | -1.7 | -1.1 | 22 | 0.0 | /
11 | COc1ccc(C)cc1C(=O)C1CC(C(=O)O)C(C)(C)C1C (stereo unspecified) | 8 | 5 | 11 | 2.7 | 8 | -7 | 1.7 | 3.4 | -4 | -1.7 | 35
12 | Cc1cc(-n2c(C)cc(C(=O)CN3C(=O)NC4(CCCCC4C)C3=O)c2C)no1 (stereo unspecified) | 3 | 17 | 20 | 1.6 | -8 | -10 | 0.7 | -1.6 | -23 | -0.5 | -3
13 | COc1ccc(S(=O)(=O)N2CCC(n3cnc4cc(C(F)(F)F)ccc43)CC2)cc1 | 4 | -12 | / | 0.3 | 2 | -3 | 3.0 | -2.0 | -2 | -0.7 | 166
14 | O=C(Nc1cccc(Cl)c1)C1CCCN(S(=O)(=O)c2cnc[nH]2)C1 (stereo unspecified) | 8 | -17 | 9 | 5.1 | -2 | -4 | 0.6 | 0.8 | -3 | -1.5 | -3
15 | O=C(COc1ccccc1)Nc1nnc(COc2ccccc2)s1 | 7 | -6 | -11 | / | 8 | -3 | 3.0 | / | -3 | -1.3 | 10
16 | CCOc1ccc(NCCC(=O)c2ccc3c(c2)OCO3)cc1 | 8 | -7 | -12 | -1.1 | 0 | -16 | 3.0 | -1.4 | 2 | -1.8 | 16
17 | CSc1nnnn1CCn1nnnc1SC | -2 | 2 | 11 | 1.6 | -1 | 1 | 3.5 | 1.0 | 22 | 0.3 | 55
18 | C[C@H](NC(=O)N1CCn2c1nc1ccccc12)C(=O)NCc1ccccc1 | / | / | -28 | -0.7 | 1 | 5 | 1.9 | -1.4 | -2 | / | 5
19 | Nc1ccc(S(=O)(=O)NC2(C(F)(F)F)NC(=O)N(c3ccccc3Cl)C2=O)cc1 (stereo unspecified) | 12 | 9 | -15 | 0.5 | 5 | -8 | -1.3 | -0.3 | -3 | -2.1 | -9
20 | O=C(c1cccc(S(=O)(=O)N2CCCC2)c1)N1CCCc2ccccc21 | 2 | -4 | -10 | 0.5 | -1 | 7 | 1.2 | 0.1 | -4 | -0.4 | /
21 | Cc1sc2ncnc(N/N=C/c3ccccc3O)c2c1C | 1 | -2 | 101* | 8.2 | 11 | 3 | 6.7 | 3.0 | -3 | -0.2 | 146
22 | Cc1cc(C)c(S(C)(=O)=O)c(S(=O)c2ccc(Cl)cc2)n1 (stereo unspecified) | 5 | -2 | 6 | 0.8 | 8 | 7 | -1.0 | -1.1 | -3 | -1.1 | -6
23 | CC[C@@H]1C=C(C(=O)O)[C@H](c2ccc(C)cc2)N1S(=O)(=O)c1ccc(C)cc1 | 3 | 14 | -12 | 2.5 | 0 | 3 | 1.4 | -1.6 | -11 | -0.6 | -12
24 | COC(=O)C(C)Sc1nnc(Cc2cc(=O)[nH]c(=O)[nH]2)n1-c1ccc(Cl)cc1 (stereo unspecified) | 4 | -2 | -5 | 4.5 | 3 | 4 | 1.5 | 1.5 | 9 | -0.8 | 4
25 | CC(C(=O)N1CCc2ccccc21)N1CCN(S(=O)(=O)c2ccc3c(c2)OCCCO3)CC1 (stereo unspecified) | 15 | 3 | -7 | / | 0 | -1 | 0.9 | / | 1 | -2.9 | /
26 | O=C(c1ccco1)N1CCN(C(=S)Nc2cc(F)cc(F)c2)CC1 | 10 | 16 | -12 | 1.6 | -10 | -2 | 2.9 | 1.0 | 6 | -1.9 | 6
27 | Cc1ccc(NC(=O)c2sc3ncn(CC(=O)N4CCN(c5ccccn5)CC4)c(=O)c3c2C)cc1F | 12 | -12 | -60 | 2.0 | 5 | 3 | -1.4 | 0.6 | 6 | -2.5 | 12
28 | CN(C(=O)CCc1nnc(-c2ccc(-c3ccccc3)cc2)o1)C1CCOCC1 | 9 | -20 | -2 | -2.5 | 3 | 5 | 1.6 | -0.8 | 17 | -1.8 | -2
29 | O=C(O)c1ccc2c(c1)OCCCO2 | 10 | -43 | -8 | 2.4 | -15 | 7 | 4.1 | 1.5 | 3 | -1.9 | 85
30 | C(#Cc1ccccc1)C[N+]1(CC#Cc2cccc3ccccc23)CCOCC1 | 4 | -4 | 32 | / | 3 | -5 | 1.6 | / | -2 | -0.8 | /
31 | CC[C@@]1(C(=O)OC)N[C@H](CN(C)S(=O)(=O)c2ccc(-c3ccccc3)cc2)[C@@H]2C(=O)N(C)C(=O)[C@@H]21 | 10 | -5 | -5 | 3.9 | -5 | -2 | 2.0 | -3.6 | -6 | -2.1 | 13
32 | COc1ccccc1-c1cc(C(F)(F)F)nc(S(=O)(=O)CCCC(=O)NCc2ccc(F)cc2)n1 | -4 | 17 | / | 4.5 | -6 | 2 | 0.6 | -0.2 | 3 | 0.7 | 7
33 | COC(=O)C(NS(=O)(=O)c1ccccc1Cl)c1ccccc1 (stereo unspecified) | 5 | 7 | 7 | 4.5 | 3 | 1 | 5.4 | -0.9 | -8 | -1.1 | -11
34 | CC(=O)Nc1ccc(NC(=O)C2CC(=O)N(c3ccc(Cl)cc3)C2)cc1 (stereo unspecified) | 16 | -20 | 0 | -2.4 | -2 | 5 | 2.1 | -1.0 | 3 | -3.2 | -13
35 | Cc1cccc(C)c1Oc1nc(-c2ccccc2)ncc1S(=O)(=O)c1ccccc1 | 10 | 15 | -20 | 1.9 | -3 | -9 | 0.5 | -0.1 | 6 | -2.1 | -11
36 | O=C(c1ccccc1)C1CN(Cc2ccccc2)CCC1(O)c1ccccc1 (stereo unspecified) | -27 | 9 | -10 | 1.6 | 7 | -7 | 3.3 | 0.8 | -1 | 4.8 | -5
37 | COc1ccc2oc(C(=O)OCC(=O)N(C)CC(=O)Nc3ccc(F)cc3)c(C)c2c1 | -14 | -15 | -2 | -2.9 | 5 | -10 | 2.2 | -2.4 | 6 | 2.1 | 4
38 | Nc1nc(SCC(=O)Nc2cccnc2Cl)n[nH]1 | 8 | -35 | -47 | 0.9 | 6 | -5 | 2.0 | 1.0 | 1 | -1.5 | /
39 | Cc1cc(C(F)(F)F)nn2cnnc12 | -4 | 5 | -2 | 0.2 | 4 | -4 | 4.9 | 1.2 | 0 | 0.8 | 14
40 | O=C(O)CN(c1ccccc1F)S(=O)(=O)c1ccccc1 | 10 | 10 | -19 | -0.8 | 2 | -3 | 2.7 | -2.4 | -4 | -2.2 | -6
41 | c1ccc2c(c1)[nH]c1c(N3CCSCC3)ncnc12 | -14 | -4 | / | 4.6 | -6 | -6 | 3.5 | 2.1 | 0 | 2.3 | i
42 | O=C(/C=C/c1ccc(OCCCF)cc1)N1CCOCC1 | 10 | -6 | 53 | -2.9 | 6 | -2 | 1.1 | -2.9 | 4 | -2.2 | 2
43 | COc1ccccc1/C=N/NC(=O)CNC(=O)c1ccc(S(=O)(=O)N2CCCC2)cc1 | 1 | -7 | 0 | 1.8 | -8 | -13 | 2.0 | -1.6 | -11 | -0.2 | -16
44 | CCCCCC(=O)NC(=S)Nc1ccc(N2CCCCC2)c(Cl)c1 | -3 | 5 | / | 1.2 | -6 | -7 | 2.0 | -1.1 | -8 | 0.6 | -15
45 | COc1cccc(NC(=O)C2CCN(S(=O)(=O)c3ccc4c(c3)OCCO4)CC2)c1 | -2 | 9 | -52 | -1.8 | -8 | -2 | 0.1 | -1.9 | -4 | 0.4 | /
46 | Cc1ccc(N(C(=O)c2ccc3c(c2)OCO3)C2C=CS(=O)(=O)C2)cc1 (stereo unspecified) | 10 | 12 | 14 | -0.6 | -1 | -6 | 0.3 | 2.5 | -2 | -1.9 | -12
47 | Cc1ccc(NCC(=O)N=Nc2c(O)n(C)c3ccccc23)cc1 | 6 | 9 | -5 | 0.9 | -13 | -8 | 1.9 | 2.1 | 7 | -1.2 | 6
48 | Brc1ccc(-c2nnc3c4ccccc4nc(N4CCOCC4)n23)cc1 | 5 | 3 | -12 | 0.5 | 1 | 8 | 0.8 | 2.5 | 3 | -1.1 | -7
49 | COc1ccc(NC(=O)c2ccco2)cc1N | -23 | 26 | 5 | 0.3 | -5 | -7 | -1.2 | 1.1 | 25 | 3.9 | -18
50 | CCN(CC)CCn1c(=S)[nH]c2cc(C(=O)NCc3ccc(C)cc3)ccc2c1=O | 14 | -27 | 1 | 2.9 | 3 | -16 | 1.4 | -0.9 | -2 | -2.5 | 206
51 | CCc1ccc(NC(=O)C/C(C)=N/NC(=O)OCc2ccc(OC)cc2)cc1 | 5 | 6 | 0 | 3.3 | -5 | 8 | 3.4 | -0.3 | -5 | -1.0 | -9
52 | CCOC(=O)Cc1csc(NC(=O)COc2ccc(OC)cc2)n1 | 13 | -23 | 0 | -0.1 | 1 | 0 | 1.3 | 0.6 | -11 | -2.6 | 176

Screening results: PubChem BioAssay, several laboratories
